SIAE primary – inhibitors of human sialic acid acetylesterase SIAE. Q9HAT2. SIAE FP-Rh probe binding, fluorescence polarization. inhibition, % at 9.66 µM. 0.69% of 370,000 active. AID 1053197;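 active = inhibition above a cutoff: mean of compounds within the control limits plus 3 SD of those, cut at about 17% in these data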;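 note: 0% = plate median of compound wells and 100% = probe without SIAE protein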
Target sequence (Q9HAT2 whole entry, looked up): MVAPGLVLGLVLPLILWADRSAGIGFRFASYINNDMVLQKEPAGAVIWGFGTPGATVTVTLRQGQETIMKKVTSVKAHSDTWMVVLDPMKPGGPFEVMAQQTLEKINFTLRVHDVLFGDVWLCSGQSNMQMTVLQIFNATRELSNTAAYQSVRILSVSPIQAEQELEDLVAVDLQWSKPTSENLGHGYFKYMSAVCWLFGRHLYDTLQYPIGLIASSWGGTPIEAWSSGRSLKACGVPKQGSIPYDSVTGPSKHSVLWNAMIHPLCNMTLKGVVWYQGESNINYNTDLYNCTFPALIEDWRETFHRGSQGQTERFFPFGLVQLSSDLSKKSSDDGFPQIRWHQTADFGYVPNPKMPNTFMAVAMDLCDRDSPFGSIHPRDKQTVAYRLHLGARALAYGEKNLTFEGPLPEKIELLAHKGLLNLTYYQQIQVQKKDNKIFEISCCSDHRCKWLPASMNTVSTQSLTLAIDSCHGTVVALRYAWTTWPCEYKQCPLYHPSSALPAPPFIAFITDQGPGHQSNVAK
LEDGF integ inh – blocks HIV-1 LEDGF/p75-dependent DNA integration. AID 743269. inhibition, % at 3.7 µM. TR-FRET IN-LEDGF/p75 DNA integration, Eu/Cy5. 0.64% of 370,000 active;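 active = inhibition above the screen-wide mean plus 3 SD, cut at about 13% in these data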;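 note: signal is the Cy5 over europium emission ratio at 671 and 618 nm; 0% = plate median of compound wells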
DDE Tn6 FP inh – inhibitors of Tn6 peptide binding to human fibrin DD(E). Fibrin DD(E) TRITC-Tn6 fluorescence polarization displacement. inhibition, % at 8.3 µM. 0.21% of 370,000 active. AID 720509;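 active = inhibition above a per-campaign cutoff: mean of compounds within control limits plus 3 SD, cut at about 15% in these data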;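 note: 0% = median of all compound wells on the plate and 100% = blocking peptide control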
MBD2 inh – blocks human MBD2 binding to methylated DNA | TR-FRET, MBD2 binding to methylated oligonucleotide | Q9UBB5 | AID 686964 | inhibition, % at 4.4 µM | 0.31% of 370,000 active; in the data active = inhibition above about 13%
TDP2 absorb – TDP2 (human) inhibition, absorbance primary screen. AID 720702. recombinant TDP2, T5PNP hydrolysis, p-nitrophenol absorbance 415 nm. O95551. 0.34% of 370,000 active. inhibition, % at 12.8 µM;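 active = inhibition above the mean of all tested compounds plus 3 SD, set per campaign, cut at about 25% in these data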;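 note: 0% = DMSO with enzyme and 100% = buffer with substrate but no TDP2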
Target sequence (O95551 whole entry, looked up): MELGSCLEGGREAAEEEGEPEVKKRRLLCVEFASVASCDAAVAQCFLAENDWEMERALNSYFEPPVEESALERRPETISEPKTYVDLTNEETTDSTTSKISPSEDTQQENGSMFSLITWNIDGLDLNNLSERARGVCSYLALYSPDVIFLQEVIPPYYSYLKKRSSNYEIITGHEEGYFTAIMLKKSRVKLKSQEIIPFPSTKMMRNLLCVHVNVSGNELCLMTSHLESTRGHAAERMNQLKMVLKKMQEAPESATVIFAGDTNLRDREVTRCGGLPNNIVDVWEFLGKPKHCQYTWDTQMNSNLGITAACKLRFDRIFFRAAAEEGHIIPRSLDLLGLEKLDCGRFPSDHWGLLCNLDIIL
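Assay system: recombinant human TDP2 / Reagent: T5PNP substrate at 5 mM, a TopII-DNA adduct mimic / Measured by: epi absorbance from released p-nitrophenol / Evaluation: % inhibition relative to enzyme-containing and enzyme-free wells / Control set: enzyme-free and DMSO wells / Replicates: each compound tested once, singlicate / Schedule: enzyme reaction with compound for 2 h at 37 °C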
TCR-CD3 inh – blocks the human TCR-CD3 interaction | 0.37% of 360,000 active | TAMRA-labeled TCR probe fluorescence, biochemical | AID 651800 | inhibition, % at 9.4 µM; in the data active = inhibition above about 19%;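 note: recombinant mutant TCR 2C K166C tagged with TAMRA read by polarization; 0% = receptor in buffer alone and 100% = receptor with positive control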
KLK7 zymogen act – proKLK7 (human) activation, primary screen. P49862. purified proKLK7, EDANS-DABCYL substrate fluorescence; 100% is mature enzyme control, 0% vehicle. activation, % at 7 µM. 0.9% of 370,000 active;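 active = activation above the mean of all tested compounds plus 3 SD, computed per campaign excluding outliers beyond control limits, cut at about 13% in these data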
DDE Tn7 FP inh – disrupts Tn7 cyclic peptide binding to fibrin D-Dimer-E complex; inhibition, % at 8.3 µM; P02675; FP displacement of FITC-Tn7 peptide from fibrin DD(E); 0% = median of compound wells per plate; 0.13% of 370,000 active;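 active = inhibition above the mean of compounds falling within the control limits plus 3 SD of them, cut at about 14% in these data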;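 note: 0% = plate median of compound wells and 100% = 10 µM Aha-Tn7 peptide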
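Assay system: Human clot-derived fibrin DD(E) complex | Buffer or medium: Tris/NaCl/CaCl2 buffer, pH 7.8 | Repeats: One replicate per compound | Benchmarks: Aha-Tn7 high control | Measure: % inhibition scaled between sample-field median and high-control FP | Schedule: 10 min plus 3 h, room temperature | Signal: Fluorescence polarization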
UHRF1 binding – human UHRF1 methylated DNA binding inhibitors | Q96T88 | UHRF1 binding to methylated oligo, TR-FRET | inhibition, % at 4.4 µM | AID 687016 | 0.75% of 370,000 active; in the data active = inhibition above about 21%;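 note: UHRF1 SRA domain binding a hemimethylated CpG hairpin DNA probe; 0% = median of test compound wells and 100% = reference inhibitor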
PRMT1 FP inh – inhibitors of human PRMT1; recombinant PRMT1, activity-based probe fluorescence polarization; 1.3% of 370,000 active; inhibition, % at 2.79 µM; Q99873;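 active = inhibition above about 21% made by adding two undisclosed values, limit read from the data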
* marks the source's active call; other numbers are inactive results.

UHRF1 binding	TDP2 absorb	SIAE primary	DDE Tn6 FP inh	KLK7 zymogen act	LEDGF integ inh	MBD2 inh	PRMT1 FP inh	Structure	TCR-CD3 inh	DDE Tn7 FP inh
-3	-4	1	5	0.0	-1	-1	0	Cc1c(C(=O)N2CCN(S(=O)(=O)c3cccs3)CC2)oc2ccc(F)cc12	-6	-2
-3	5	-70	-10	0.1	0	-4	0	Cc1ccc(NC(=O)COC(=O)c2csc3c2CCC(C)C3)cc1S(=O)(=O)N1CCCCC1 (stereo not drawn)	19*	1
0	7	7	3	0.5	-1	-3	-1	Cc1ccc(-c2cc(C(=O)N3CCN(C(=O)c4ccco4)CC3)no2)cc1	0	6
-2	-17	-5	2	0.0	0	-1	-9	COc1ccc(CCNC(=O)c2ccccc2NC(=O)C2=C(C)OCCS2)c(OC)c1	5	-4
4	-11	0	-8	-0.3	-7	3	10	Cc1c(NC(=O)COc2c(F)c(F)c(F)c(F)c2F)c(=O)n(-c2ccccc2)n1C	0	0
-2	9	-4	2	0.6	-1	0	0	CCN(Cc1ccccc1)C(c1cccc(C#N)c1)c1nnnn1C(C)(C)C (stereo not drawn)	4	-3
0	4	0	6	5.0	0	-3	-5	Cc1c(C)c2c(OCC(=O)NCC3CCC(C(=O)O)CC3)cc3c(c2oc1=O)CCC(C)(C)O3 (stereo not drawn)	5	-2
1	-6	-6	5	0.0	1	-5	-3	Cn1nccc1C(=O)N1CCN(c2cccc(Cl)c2)CC1	-1	-1
0	7	-3	-2	-0.2	6	-7	1	Cc1nc(Nc2cccc(C(C)O)c2)c2nnn(Cc3ccccc3F)c2n1 (stereo not drawn)	3	-4
0	-5	0	-4	0.4	0	1	2	CC(=O)N1CCC(=NNC(=O)c2cccs2)CC1	-4	-7
0	-8	-6	-9	-0.1	4	1	-6	Cc1cccc(OCCC(=O)NNC(=O)Cn2nc(C)cc2C)c1	-4	-2
1	3	1	-2	0.1	-3	0	3	FC(F)(F)c1cccc(CON=C2CCN(c3ncc(C(F)(F)F)cc3Cl)CC2)c1	2	-4
0	1	-3	-1	-0.3	0	-6	2	CCOC(=O)CC1=C(C(=O)OCC)C(c2ccc(OC)cc2OC)C(C#N)=C(N)O1 (stereo not drawn)	7	6
1	4	-4	2	0.3	1	6	5	CCCCc1ccc(N2C(=O)[C@@H]3C(CC(N)=O)NC4(C(=O)Nc5ccc(F)cc54)[C@@H]3C2=O)cc1 (stereo partly drawn)	4	0
11	-18	-2	-1	-0.3	4	2	-5	CN(Cc1ccccc1)C(=O)CN1CCN(C(c2ccccc2)c2ccccc2)CC1	-3	-7
2	1	-1	0	-0.2	0	-2	-3	NC(=O)C1(N2CCCCC2)CCN(Cc2ccccc2Cl)CC1	2	-5
11	-8	-7	-1	-0.3	5	0	0	O=C(N[C@H](C(=O)N1CCC[C@H]1C(=O)NC1CCCC1)C1CCCCC1)c1ccc(Cl)cc1Cl	13	-6
-6	11	8	-1	1.9	4	-1	3	Cc1csc(CN(C)C(=O)CC2C(=O)NCCN2Cc2ccc(F)cc2Cl)n1 (stereo not drawn)	4	0
-1	-8	2	-2	0.5	3	-1	-1	COc1ccccc1/C=N/NC(=O)CC(=O)NCc1cccnc1	7	-1
0	-3	-5	-2	0.1	-1	-5	-3	COC(=O)c1cccc(C23CC4(C2)[C@H](CN(CC2CCCCC2)[C@@H]4c2ccccc2)C3c2ccccc2)c1 (stereo partly drawn)	6	-2
3	-14	-5	2	0.2	6	-2	-2	Cc1cccc(OCC(=O)NS(=O)(=O)c2ccc(Br)cc2)c1	7	1
1	-7	3	4	2.7	9	0	-5	COc1cc(/C=C/C(=O)OCC(=O)N2CC(C)OC(C)C2)ccc1OCC#N (stereo not drawn)	6	6
2	-6	-5	-4	-1.3	-4	-2	3	COc1ccc(/C=N/NC(=O)c2c(C)nc3ccc(Cl)cn23)cc1OC	-6	9
0	-8	-7	-1	0.1	-4	1	0	CN(C)c1ccc(C(=O)OCc2cc(=O)n3ccsc3n2)cc1	7	9
1	5	0	7	0.4	0	5	-1	O=C1/C(=C/c2cccnc2)SC(=S)N1Nc1ccccc1	10	2
-1	-4	7	-1	17*	5	-2	-2	Cc1ccc(S(=O)(=O)NN2C(=O)c3ccccc3NC2c2ccccc2)cc1 (stereo not drawn)	9	-4
0	-5	-1	3	-0.4	-2	-6	-1	Cc1ccc(CCNC(=O)CCNS(=O)(=O)c2ccc3c(c2)c(=O)n(C)c(=O)n3C)cc1	10	0
-7	8	7	-3	-0.6	-1	-2	9	COc1cc2c(cc1OC)C(c1cc(OC)c(OC)cc1[N+](=O)[O-])N(C(C)=O)CC2 (stereo not drawn)	-3	-7
-1	0	-2	3	-0.4	-3	-1	2	O=C1NC[C@H](Cc2ccccc2)N(CC2CCN(CCC3CCCC3)CC2)C1=O	-4	3
-1	-8	1	9	-0.5	-4	-6	-3	C=CCOc1ccc(CNc2nn[nH]n2)cc1OC	3	4

Filtered by structure, the compounds so far with a furan ring, fused or not
UHRF1 binding	TDP2 absorb	SIAE primary	DDE Tn6 FP inh	KLK7 zymogen act	LEDGF integ inh	MBD2 inh	PRMT1 FP inh	Structure	TCR-CD3 inh	DDE Tn7 FP inh
-3	-4	1	5	0.0	-1	-1	0	Cc1c(C(=O)N2CCN(S(=O)(=O)c3cccs3)CC2)oc2ccc(F)cc12	-6	-2
0	7	7	3	0.5	-1	-3	-1	Cc1ccc(-c2cc(C(=O)N3CCN(C(=O)c4ccco4)CC3)no2)cc1	0	6

Two entries picked at random from the list so far, as already listed:
UHRF1 binding	TDP2 absorb	SIAE primary	DDE Tn6 FP inh	KLK7 zymogen act	LEDGF integ inh	MBD2 inh	PRMT1 FP inh	Structure	TCR-CD3 inh	DDE Tn7 FP inh
1	-7	3	4	2.7	9	0	-5	COc1cc(/C=C/C(=O)OCC(=O)N2CC(C)OC(C)C2)ccc1OCC#N (stereo not drawn)	6	6
1	3	1	-2	0.1	-3	0	3	FC(F)(F)c1cccc(CON=C2CCN(c3ncc(C(F)(F)F)cc3Cl)CC2)c1	2	-4

(further entries)
UHRF1 binding	TDP2 absorb	SIAE primary	DDE Tn6 FP inh	KLK7 zymogen act	LEDGF integ inh	MBD2 inh	PRMT1 FP inh	Structure	TCR-CD3 inh	DDE Tn7 FP inh
-3	-4	6	-6	-1.2	-10	6	13	Nc1cc(=O)[nH]c(SCC(=O)Nc2ccc(N3CCCCC3)cc2)n1	-3	2
-3	3	6	-7	0.3	-1	0	1	O=C(O)CC(c1ccc(Cl)cc1)N1C(=O)CCC1=O (stereo not drawn)	11	-2
-4	-6	0	5	-0.5	-3	4	-1	CCOC(=O)Cc1csc(NC(=O)CSc2nc3sc(C(=O)O)c(C)c3c(=O)[nH]2)n1	3	6
3	-6	0	-2	1.5	1	2	-1	Cc1cc(=O)[nH]c(SCCOc2ccc3c(c2)CCC3)n1	-11	1
1	-2	-1	-5	0.4	2	-1	1	COc1ccc([C@H]2CC(=O)C=C(c3c(C)cc(C)cc3C)C2)cc1	0	-3
-1	11	2	-2	-0.2	0	-4	-1	O=C(Nn1cnnc1)c1ccccc1CCc1ccccc1	1	-1
-2	7	12	-5	2.3	-2	2	0	Cc1ccc(C)c(NC(=O)CN(C)C(=O)c2ccc3[nH]c4c(c3c2)CC(C)CC4)c1 (stereo not drawn)	-1	-1
1	0	8	1	-0.3	-1	0	0	COc1ccc(NC(=O)N(C)C[C@H]2Oc3ccc(NC(=O)Cc4ccccc4)cc3CC(=O)N([C@H](C)CO)C[C@H]2C)cc1	3	-2
2	-7	9	1	72*	1	-4	-2	CCN(CC)CCN1C(=O)c2ccccc2NC1c1cccc(F)c1 (stereo not drawn)	-2	4
2	8	-3	12	0.2	-2	-5	1	O=C(COc1ncnc2ccc(Br)cc12)NC1CCCC1	2	-6
-1	-1	-5	0	0.2	0	-1	1	COc1ccc(C2=NOC(C(=O)Nc3ccc(C(C)=O)cc3)C2)cc1OC (stereo not drawn)	6	4
5	-1	-2	3	0.3	-2	3	-1	Cc1ccc(S(=O)(=O)Nc2ccc3c(c2)CC(=O)N([C@H](C)CO)C[C@H](C)[C@H](CN(C)Cc2ccc4c(c2)OCO4)O3)cc1	4	-7
-2	4	1	0	0.6	3	-3	-3	CCOC(=O)c1nn(-c2ccccc2C)c2nc(CC(C)C)c(C#N)c(=O)n12	5	-6
2	-5	-7	-9	-0.4	0	3	1	O=C(C[C@H]1C/C=C\CC[C@H](Cc2ccc(F)cc2)C(=O)O[C@@H](c2ccccc2)CNC1=O)N[C@@H](CO)Cc1ccccc1	-3	2
19	5	-3	-8	0.2	1	4	-1	O=C(NCc1cccnc1)Nc1ccccc1	-5	-2
5	-17	-5	-8	-0.4	4	-1	4	CCCc1nc(SCC(=O)Nc2ccc(S(=O)(=O)N(C)C)cc2)c2ccccc2n1	-2	-6
0	2	7	6	0.1	0	-3	-4	O=S1(=O)N[C@H](Cc2ccccc2)COc2cccc(N3CCC[C@H]3CO)c21	0	4
-1	8	3	2	-0.1	0	-1	1	CC1CCCC(C)N1C(=O)COC(=O)C1CCN(S(=O)(=O)c2c(Cl)cccc2Cl)CC1 (stereo not drawn)	5	0
-1	3	7	2	-0.8	2	0	-2	CC(C)c1cc(C(=O)N2CCCC(N3CCN(c4ccccc4F)CC3)C2)nc(N)n1 (stereo not drawn)	-5	4
3	-16	-5	-4	-0.8	3	-1	-2	C[C@H]1CCC[C@]2(O[C@@H](CCO)C[C@@H](O)[C@@H]2O)O1	-1	0
-2	-10	1	-6	0.4	5	-1	-2	CCCc1nnc(NC(=O)Cn2c(=O)oc3cc(Br)ccc32)s1	4	-3
-2	-6	-61	-2	0.1	1	-2	-3	C=CCn1c(COc2ccc3c(c2)CCCC3)nnc1SCC(=O)Nc1cccc(SC)c1	8	7
0	6	2	3	-0.6	-2	-2	-5	COc1ccc2c(CN3CCN(Cc4ccccc4)CC3)cc(=O)oc2c1	0	-2
-1	-9	8	-8	0.9	3	-3	0	COc1cc(NS(=O)(=O)c2ccc(Nc3nc(-c4ccccc4)cs3)cc2)nc(OC)n1	-2	-10
-2	1	-1	5	-0.2	5	-2	-2	CCNC(=O)NC1(C(=O)Nc2ccc3c(c2)OCCO3)CCCCC1	3	-7
0	9	-2	6	0.8	1	2	-1	COc1ccc(S(=O)(=O)NCCS(=O)(=O)N2CCN(c3ccccc3)CC2)cc1	-3	1
-200	-28	-11	-6	5.2	2	-47	20	Cn1cc(/C=C/c2cc[n+](C)cc2)c2cc(Cl)ccc21	-5	-36
-4	3	-6	-2	0.0	0	1	-2	O=C(NCCc1ccc(F)cc1)C(=O)NCC1CCCN1S(=O)(=O)c1cccs1 (stereo not drawn)	6	1
1	11	-4	-5	0.1	0	1	0	Cn1nc(C(=O)NC2CCCCC2)c2ccccc2c1=O	-3	4
6	5	3	6	-0.1	1	-4	-3	Cc1ccc(-n2c(SCC(=O)Nc3nccs3)nc3c(c2=O)SCC3)cc1	3	4
0	4	-3	8	0.5	-1	-1	-1	CC(=O)C1C(c2cccc([N+](=O)[O-])c2)C2C(C)=NN=C2CC1(C)O (stereo not drawn)	5	-12
-1	6	-7	2	0.1	10	0	-4	CCN1CCN(c2c(C=O)c(Cl)nc3ccc(OC)cc23)CC1	8	-3

No enrichment for hits, and some 4.6% of all compounds hit somewhere here.
